DT40 TDP1 CPT = DT40-hTDP1 cell growth loss with CPT. Potency, µM (doses to about 46.2 µM), inactives show at the top dose activity change, negative = growth inhibition, actives largely listed as inhibitors. chicken DT40 Tdp1-/-;hTDP1 cells + 20 nM CPT, ATP luminescence, 48 h. 12% of 420,000 active; note: nearly all actives have a fitted effect of over 55% in size
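Cell growth measured by CellTiter-Glo luminescence after a minimum 48 h, 37 C compound exposure with 20 nM CPT in Tdp1-knockout DT40 cells stably expressing hTDP1, seeded 400/well; qHTS titration format.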
FEN1 inhibitor = human FEN1 inhibition; P39748; Recombinant FEN1 flap cleavage, fluorescence, 15 min; Potency, µM (top dose mostly 114 µM), for inactives: at the top dose activity change, negative = inhibition, most hits filed as inhibitors; 0.35% of 390,000 active; AID 588795; note: nearly all actives have a fitted effect of over 65% in size
Target sequence (P39748 whole entry, looked up): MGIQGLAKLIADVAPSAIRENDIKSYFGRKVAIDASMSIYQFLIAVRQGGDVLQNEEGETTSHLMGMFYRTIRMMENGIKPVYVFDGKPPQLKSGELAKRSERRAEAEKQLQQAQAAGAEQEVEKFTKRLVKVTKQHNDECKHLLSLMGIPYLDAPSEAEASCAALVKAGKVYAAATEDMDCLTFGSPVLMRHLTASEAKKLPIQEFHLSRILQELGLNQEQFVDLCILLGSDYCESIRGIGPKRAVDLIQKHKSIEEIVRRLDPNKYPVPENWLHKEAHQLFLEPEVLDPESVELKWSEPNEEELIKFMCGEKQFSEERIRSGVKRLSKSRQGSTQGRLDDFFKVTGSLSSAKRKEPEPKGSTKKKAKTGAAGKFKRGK
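Reaction started by adding substrate (50 nM final) to 10 nM enzyme after 15 min room-temperature compound preincubation. Reads at 0 and 15 min, with data normalized and fitted to a four-parameter Hill equation.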
N370S GC = inhibitors or activators of N370S glucocerebrosidase for Gaucher disease. P04062. N370S GC spleen homogenate, 4MU-glucoside fluorescence. Potency, µM (titrated, usually from 59.4 µM), for the others: at the highest dose activity change, negative = inhibition, most hits filed as inhibitors. 0.092% of 330,000 active;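 note: 0% = full enzyme activity and -100% = no enzyme basal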
Numbers without * were called inactive; ? = inconclusive; nt = no result given; [ ] = another dose, or the depositor's remark. Calls come from the whole dose curve; as a rule, active = well fitted curve in the direction sought with a large enough effect; inconclusive = small, poorly fitted or top-dose-only effect, or another doubt; inactive = no such curve, though single readings can be large; an effect the other way counts as inactive or inconclusive. Unless noted, % is set by controls: 0 for no effect and ±100 for the full control effect; potency is the fitted concentration of half-maximal effect. Some of the compounds tested; rates above refer to the full screens.

SMILES | DT40 TDP1 CPT | FEN1 inhibitor | N370S GC
CC(=O)N(/N=C1\Sc2ccccc2C1=O)c1ccccc1C | -16% | 0% | -7%
CCOC(=O)c1[nH]c(C)c(C(=O)OC)c1C | 3% | 3% | -2%
CSc1ccccc1NC(=S)Nc1cccc(C(F)(F)F)c1 | -30% | 2% | 5%
COc1ccc(NC(=O)CCN2CC(C)OC(C)C2)c(OC)c1 (configuration not stated) | -13% | -13% | 5%
CCc1ccc(S(=O)(=O)c2n[nH]n3c2nc(=O)c2ccccc23)cc1 | -25% | 8% | -14%
O=C(NN1CCCCC1)c1cnn2c(C(F)F)cc(-c3ccccc3)nc12 | ? | -11% | 11%
O=C(O)CC1Cc2ccccc2C1C(=O)O (configuration not stated) | 12% | 10% | nt
Cc1ccc(C)c(NC(=O)NNC(=O)c2cc3occc3[nH]2)c1 | 9% | -10% | 4%
NC1=NC(c2cn[nH]c2-c2cccc(F)c2)n2c(nc3ccccc32)N1 (configuration not stated) | 11% | 2% | -12%
COc1ccc(CC(=O)OCC(=O)c2ccc(OC)c(OC)c2)cc1 | 5% | -6% | nt
O=C1N[C@@H](Cc2ccccc2)COC(=O)[C@@H](Cc2ccc(F)cc2)CC/C=C/C[C@@H]1CC(=O)N(CCO)Cc1ccccc1 | ? | 1% | nt
CC(C)(C)c1ccc(C(=O)NCCC(=O)NC2=NCCS2)cc1 | -17% | 16% | nt
Cc1ccc(SCC(=O)OC(C)C(=O)NC2CCCCC2C)c(C)c1 (configuration not stated) | -9% | -4% | nt
CC(=O)N1CCN(C(=O)CCCNC(=O)c2ccc(Cl)cc2)CC1 | 18% | 0% | nt
COc1ccccc1CCNC(=O)c1cc(-c2ccncc2)nc2ccc(Br)cc12 | ? | -20% | -10%
COc1ccc([C@@H]2CC=C(C(=O)O)[C@H](c3ccc(Cl)cc3)N2S(=O)(=O)c2ccccc2C)cc1 | -25% | -3% | -1%
O=C(NC1CCSc2ccccc21)c1c(F)cccc1Cl (configuration not stated) | -14% | 10% | -1%
COc1cc(OC)cc(OC(=O)c2cccc(S(=O)(=O)N3CCN(C)CC3)c2)c1 | 3% | 0% | -10%
CCOC(=O)c1ccccc1NS(=O)(=O)c1ccc(S(=O)(=O)N2CCCC2)cc1 | -27% | 11% | 16%
COc1ccc(NC(=S)N2CCc3cc(OC)c(OC)cc3C2)cc1 | -8% | 2% | 2%

Record cards, from the list above:
`COc1cc(OC)cc(OC(=O)c2cccc(S(=O)(=O)N3CCN(C)CC3)c2)c1` is listed as DT40 TDP1 CPT: 3%; FEN1 inhibitor: 0%; N370S GC: -10%
`Cc1ccc(C)c(NC(=O)NNC(=O)c2cc3occc3[nH]2)c1` is listed as DT40 TDP1 CPT: 9%; FEN1 inhibitor: -10%; N370S GC: 4%
`CCOC(=O)c1[nH]c(C)c(C(=O)OC)c1C` is listed as DT40 TDP1 CPT: 3%; FEN1 inhibitor: 3%; N370S GC: -2%

The list goes on.
SMILES | DT40 TDP1 CPT | FEN1 inhibitor | N370S GC
CCCCC(O)(CCCC)C(=O)NN(C(=O)OC)c1ccc(C)cc1 | -2% | 5% | -4%
COc1cccc(N2CCN(S(=O)(=O)c3ccc4[nH]c5c(c4c3)CCCC5)CC2)c1 | ? | -7% | nt
CC(C(=O)Nc1ccccc1F)N1C(=O)c2ccccc2C1=O (configuration not stated) | -11% | 0% | -7%
Cc1cccc2cc(CN(Cc3nnnn3C3CCCC3)C3CCCCC3)c(=O)[nH]c12 | 21µM* | -6% | nt
O=C(NCCN1CCOCC1)c1cccs1 | -1% | 2% | 12%[2.35 µM]
O=C(CSc1nnc2ccccn12)Nc1ccccc1C(=O)O | 3% | -17% | 5%
Cc1ccc(C)c(C(=O)CN2C3=NCCCN3c3ccccc32)c1 | 16µM* | -2% | -2%
COc1ccccc1Oc1coc2c(CN(C)C)c(O)ccc2c1=O | -9% | 4% | nt
COc1ccc(OC)c(/C=N/NC(=O)c2ccc3nc[nH]c3c2)c1 | 18% | 15% | -8%
N#CCOc1ccccc1CNC[C@H]1O[C@@H](n2cnc(C(N)=O)n2)[C@H](O)[C@@H]1O | 3% | -6% | nt
O=C(c1ccc2c(=O)n3c(nc2c1)CCC3)N1CCN(S(=O)(=O)c2cccc(F)c2)CC1 | ? | 9% | 2%
COc1cccc(NC(=O)c2cc([N+](=O)[O-])ccc2N2CCN(C)CC2)c1 | 1% | -12% | ?
CC(=O)NCCc1cc2cc(C)c(C)cc2[nH]c1=O | 2% | 1% | 0%
COc1ccc(C2=NN(c3nc(C(=O)O)cs3)C(O)(C(F)(F)F)C2)c(OC)c1 (configuration not stated) | -23% | -3% | -7%
CCNc1nnc(SCC(=O)c2cc(C)n(C3CC3)c2C)s1 | -20% | 6% | -4%
CC(=O)NC(CC(=O)NC1CCCCC1)c1ccccc1 (configuration not stated) | 4% | -2% | -3%
O=C(NCc1ccc(Cl)cc1)c1ccc(CNc2c(N3CCCC3)c(=O)c2=O)cc1 | ? | 17% | 10%
CCOC(=O)N1CCN(C(=O)COC(=O)CNC(=O)c2ccc(C)cc2)CC1 | 18% | 8% | -11%
CNC(=O)c1nnc(Cc2ccc(F)cc2)o1 | -4% | 1% | -5%
CCCn1cc(S(=O)(=O)CC(=O)Nc2ccc(OCC)cc2)c2ccccc21 | -29% | -4% | -21%
CCOC(=O)c1sc(NC(=O)CSc2ncn[nH]2)c(C#N)c1C | -22% | -3% | -1%
CCN1CCC(N2CCN(c3ccc(F)cc3)CC2)CC1 | 0% | -3% | -5%
CC(=O)Nc1ccc(S(=O)(=O)NCCc2csc(-c3cccnc3)n2)cc1 | 2% | 17% | -4%
CS(=O)(=O)c1ccc(C(=O)OCC(=O)NCC2CCCO2)cc1[N+](=O)[O-] (configuration not stated) | 10µM* | -5% | nt
CC(=O)Nc1ccc(NC(=O)COC(=O)c2cc(S(=O)(=O)N3CCCC3)ccc2O)cc1 | -11% | -9% | nt
Cc1ccc(S(=O)(=O)N2CCC(C(=O)OCC(=O)N(C)C3CCS(=O)(=O)C3)CC2)cc1C (configuration not stated) | -3% | -1% | -18%
Cc1ccnc(NC(=S)N2CCN(c3cccc(C(F)(F)F)c3)CC2)c1 | ? | -11% | -7%
COc1ccc(S(=O)(=O)N(C)c2ccc(C(=O)NCc3ccco3)cc2)cc1OC | -18% | 1% | -14%
CCC(C)(C)n1nnnc1C(c1cc(OC)ccc1OC)N1CCC(C(N)=O)CC1 (configuration not stated) | -2% | -3% | 2%
Cc1csc(NC(=O)c2nc(-c3ccccc3)n(-c3ccccc3)n2)n1 | ? | -13% | -6%[2.35 µM]
COC(=O)c1ccc(C2c3[nH]c4ccccc4c3C[C@H]3C(=O)N(C4CC4)CC(=O)N23)cc1 (some centres not stated) | -1% | -4% | -10%
COc1ccc2c(Sc3ccccc3)c(C(=O)NCCCN3CCCCC3)[nH]c2c1 | ? | 11% | nt
COc1ccc(NC(=S)NC2CCN(Cc3ccccc3)CC2)cc1OC | -8% | -13% | 11%
Cc1ccc(S(=O)(=O)Nc2ccc3ccccc3n2)cc1 | 0% | 2% | 9%
CCCCn1c(-c2cccc(Br)c2)nc2cc3[nH]c(=O)c(C(C)C)nc3cc21 | 18µM* | -19% | ?
CCc1ccccc1Nc1ncnc2c1cnn2-c1ccc(Cl)cc1 | 16µM* | -1% | nt
NC(=O)c1cn(-c2ccccc2)nc1-c1cccnc1 | -16% | 10% | 2%
COC(=O)[C@H](CCSC)NC(=O)Nc1ccc(S(N)(=O)=O)cc1 | 6% | 19% | -3%
COc1ccccc1N(CC(=O)N1CCCCCC1)S(=O)(=O)c1ccc(C)cc1 | ? | 2% | -2%
COCCCNc1ncnc2c1nc1n2CCCC1 | -11% | 2% | -19%

Five entries picked at random from the list so far, as already listed:
SMILES | DT40 TDP1 CPT | FEN1 inhibitor | N370S GC
COC(=O)c1ccc(C2c3[nH]c4ccccc4c3C[C@H]3C(=O)N(C4CC4)CC(=O)N23)cc1 (some centres not stated) | -1% | -4% | -10%
CC(=O)Nc1ccc(NC(=O)COC(=O)c2cc(S(=O)(=O)N3CCCC3)ccc2O)cc1 | -11% | -9% | nt
COc1ccccc1N(CC(=O)N1CCCCCC1)S(=O)(=O)c1ccc(C)cc1 | ? | 2% | -2%
NC(=O)c1cn(-c2ccccc2)nc1-c1cccnc1 | -16% | 10% | 2%
Cc1ccc(S(=O)(=O)N2CCC(C(=O)OCC(=O)N(C)C3CCS(=O)(=O)C3)CC2)cc1C (configuration not stated) | -3% | -1% | -18%

Continuation.
SMILES | DT40 TDP1 CPT | FEN1 inhibitor | N370S GC
Cc1csc(NC(=O)C2CCCCC2C(=O)O)n1 (configuration not stated) | -6% | -4% | 5%
CCOC(=O)c1ccc(CN2Cc3ccccc3C2=O)cc1 | -9% | -3% | 4%
O=C(CCc1ccccc1)NCC1OCCc2ccccc21 (configuration not stated) | 11% | 16% | 4%
CCn1c(=O)c2cc(C(=O)NCc3cccs3)sc2c2ccccc21 | 3% | -12% | -14%
C/C(=N/NC(=O)CNC(=O)/C=C/c1ccccc1)c1ccco1 | 7% | -16% | 16%
COc1ccc(CCNC(=O)CN(c2ccccc2OC)S(C)(=O)=O)cc1OC | -18% | -1% | 7%
O/N=C(\Cc1cscn1)c1ccc(O)cc1O | -18% | -8% | -7%
O=C(NCc1ccc2c(c1)CCN2C(=O)c1ccc(F)cc1)c1ccco1 | 21µM* | 15% | nt
Cc1c(C#N)c(NC(=O)C(C)C)n(Cc2ccccc2)c1C | -4% | 8% | 0%
O=C(Cc1ccccc1[N+](=O)[O-])NCCCN1CCOCC1 | 17% | 9% | 1%
CCc1ccc2oc(=O)cc(CN3CCN(Cc4ccccc4)CC3)c2c1 | ? | 6% | -2%
Cc1ccc(NC(=O)c2cc(S(=O)(=O)N3CCOCC3)cn2C)cc1Cl | ? | 6% | -5%
Cc1cc(C)c(NC(=O)c2cc(S(=O)(=O)N3CCN(c4ccccc4F)CC3)ccc2F)c(C)c1 | ? | 4% | nt
O=C(Cn1cnc2ccccc2c1=O)Nc1ccc2c(c1)CCC2 | -5% | 8% | 7%
COC(=O)c1ccc(Oc2nc(Nc3ccc(C)c(C)c3)nc(N(C)C)n2)cc1 | 11µM* | 4% | -2%
CC(=O)c1ccc(NC(=O)CSc2cn(CC(=O)N(C(C)C)C(C)C)c3ccccc23)cc1 | ? | -15% | nt
CCOc1ccc(S(=O)(=O)N(C)c2ccc(OCC(=O)NCc3ccco3)cc2)cc1 | ? | -6% | -11%
Cc1cc(NCc2ccccc2)nc2ccccc12 | ? | -1% | -3%
CC(=O)Nc1ccc2c(c1)N(C(C)=O)c1ccccc1CC2 | 10% | -4% | 26%
Cc1nc2c(C(=O)NCCC(C)C)cnn2c(C)c1Cc1c(F)cccc1Cl | 21µM* | -22% | nt
c1ccc2c(c1)ncn2CCCOc1ccc2c(c1)CCC2 | ? | -20% | 6%
O=C1CN(C(=O)c2ccccc2F)c2ccccc2N1 | -9% | 0% | 2%
Cc1csc(NC(=O)/C=C/c2ccco2)n1 | ? | -5% | -11%
O=C(Nc1sc2c(c1C(=O)NC1CCCCC1)CCC2)c1ccco1 | -32% | 2% | -3%
O=C(CCS(=O)(=O)c1cccc2nonc12)NCCc1ccccc1 | -16% | 3% | 8%
Cn1c(=O)c2ccccc2n2c(=S)[nH]nc12 | -4% | 8% | -5%
CCc1cccc(NC(=O)CCCN2C(=O)NC(C)(C)C2=O)c1 | 5% | -6% | nt
CN(C)c1cc(-c2ccc(Br)cc2)oc(=O)c1Cl | -3% | -7% | 21%
c1ccc(Nc2nc(-c3ccccn3)cs2)cc1 | 13µM* | -8% | 2%
CCCn1[nH]cc(SC)c(=O)c1=O | -1% | -13% | 0%
COc1ccc(-n2cc(C(=O)O)c3ccccc3c2=O)cc1 | -6% | -5% | 5%
CCOc1ccc(-n2ccnc(SCC(=O)NCc3cccc(OC)c3)c2=O)cc1 | 18µM* | 2% | 3%
Cc1cc2cc(CN(Cc3ccc4c(c3)OCO4)C(=O)c3cnccn3)c3nnnn3c2cc1C | ? | -7% | 6%
O=c1[nH]cnc2sc3c(c12)CN(Cc1ccccc1)CC3 | ? | -7% | ?
O=C(CSc1nnc2scc(-c3ccccc3)n12)N1CCCc2ccccc21 | -3% | -11% | 0%
COc1ccccc1N1C(=O)C2C3C=CC(CC3)C2C1=O (configuration not stated) | -3% | 5% | -11%
Cc1ccc(C)c(N(CC(=O)N2CCc3ccccc3C2)S(C)(=O)=O)c1 | 1% | 17% | nt
COC(=O)COc1coc(CN2CCN(c3cccc(Cl)c3)CC2)cc1=O | -6% | 40%[activator] | -16%
CCOC(=O)C1CCN(Cc2cc(=O)oc3c(C)c(C)ccc23)CC1 | ? | -6% | -6%
CCOc1ccccc1C1CC(c2ccccc2)Nc2nc(N)nn21 (configuration not stated) | ? | 2% | 17%
COc1ccc(COC(=O)C2CCN(S(=O)(=O)c3ccc(OC)c(OC)c3)CC2)cc1 | 8% | -1% | nt
CCCCC(CC)CNC(=O)c1ccc2c(=O)n(CCOC)c(=O)[nH]c2c1 (configuration not stated) | ? | 16% | nt
N#CCN(C(=O)COC(=O)CCCNC(=O)c1ccc(Cl)cc1)c1ccccc1 | -7% | 8% | nt

Screens deposited in PubChem by National Center for Advancing Translational Sciences (NCATS).
